Screens (PubChem)
rCAG binder – binders of r(CAG) RNA repeats, primary screen, biochemical, fluorescence; inhibition, % at 3 µM; AID 651821, 2012; hit rate 1.3% among 370,000; r(CAG) RNA repeat, TO-PRO-1 dye displacement fluorescence;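 active = inhibition above the plate cutoff, the mean of all test compounds on that plate plus 3 SD, cut at about 35% in these data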;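 note: 0% = DMSO alone and 100% = 100 µM mitoxantrone as full dye displacement; higher means more dye released from RNA so lower well fluorescence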
SIAE primary – human SIAE inhibitors, primary screen, biochemical, fluorescence polarization, FP-Rh probe, 1536-well HTS. SIAE FP-Rh probe binding. inhibition, % at 9.66 µM. hit rate 0.69% among 370,000;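 active = inhibition above a cutoff: mean of compounds within the control limits plus 3 SD of those, cut at about 17% in these data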;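 note: 0% = plate median of compound wells and 100% = probe without SIAE protein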
Target sequence (Q9HAT2 whole entry, looked up): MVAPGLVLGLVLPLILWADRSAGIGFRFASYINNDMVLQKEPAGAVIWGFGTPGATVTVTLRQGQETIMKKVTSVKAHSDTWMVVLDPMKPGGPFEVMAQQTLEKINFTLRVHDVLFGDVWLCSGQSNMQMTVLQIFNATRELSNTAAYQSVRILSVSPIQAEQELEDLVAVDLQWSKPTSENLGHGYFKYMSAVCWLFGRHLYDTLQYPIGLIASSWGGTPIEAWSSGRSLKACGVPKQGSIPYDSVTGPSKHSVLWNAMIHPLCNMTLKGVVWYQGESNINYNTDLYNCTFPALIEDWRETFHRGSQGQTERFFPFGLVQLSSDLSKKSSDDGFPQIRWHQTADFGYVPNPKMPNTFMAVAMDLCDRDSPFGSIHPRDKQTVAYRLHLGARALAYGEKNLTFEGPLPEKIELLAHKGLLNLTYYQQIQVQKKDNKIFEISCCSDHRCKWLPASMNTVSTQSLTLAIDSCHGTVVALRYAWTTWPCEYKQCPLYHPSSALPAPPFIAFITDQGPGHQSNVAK
LEDGF integ inh – blockers of LEDGF/p75-dependent integrase strand transfer – biochemical, TR-FRET, high throughput, primary screen; HIV-1 integrase (with human LEDGF/p75); TR-FRET IN-LEDGF/p75 DNA integration, Eu/Cy5; inhibition, % at 3.7 µM; hit rate 0.64% among 370,000; AID 743269, 2014;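 active = inhibition above the screen-wide mean plus 3 SD, cut at about 13% in these data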;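 note: signal is the Cy5 over europium emission ratio at 671 and 618 nm; 0% = plate median of compound wells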
TCR CD3 inh – inhibitors of human TCR-CD3 interaction, primary screen, biochemical, fluorescence, TAMRA-labeled TCR probe; inhibition, % at 9.4 µM; T-cell receptor (TCR); hit rate 0.37% among 360,000; in the data active = inhibition above about 19%;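 note: recombinant mutant TCR 2C K166C tagged with TAMRA read by polarization; 0% = receptor in buffer alone and 100% = receptor with positive control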
ABHD4 inh – ABHD4 inhibitors, primary screen, biochemical, fluorescence polarization, mouse. (Lyso)-N-acylphosphatidylethanolamine lipase (Mus musculus), Q8VD66. hit rate 0.54% among 370,000. AID 720543, 2013. purified mABHD4, FP-Rh probe fluorescence polarization. inhibition, % at 8.92 µM;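 active = inhibition exceeding the mean over every tested compound plus 3 SD, cut at about 30% in these data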;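 note: 0% = plate median of compound wells and 100% = S159A mutant with DMSO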
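Material: mouse ABHD4 enzyme, wild type; Benchmarks: S159A mutant high control, sample median low control; Buffer or medium: HEPES pH 7.0, NaCl, Pluronic buffer; Signal: fluorescence polarization; Read-out: percent inhibition of probe binding, normalized to plate controls; Timing: pre-incubation 45 min, probe exposure 60 min, at 25 °C; Dosing: 8.92 µM, single dose.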
PRMT1 inh – PRMT1 methyltransferase inhibitors, primary screen, biochemical, fluorescence polarization. Protein arginine N-methyltransferase 1 (Homo sapiens), Q99873. recombinant PRMT1, activity-based probe fluorescence polarization. inhibition, % at 2.79 µM. hit rate 1.3% among 370,000;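 active = inhibition above about 21% made by adding two undisclosed values, limit read from the data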
NR1D1 modulator – modulators of Rev-erb alpha DNA binding, primary screen, biochemical, FITC-DNA, fluorescence polarization, uHTS; hit rate 0.79% among 370,000; Rev-erbα–FITC-DNA binding, 90 min; activity, % at 10 µM; Nuclear receptor subfamily 1 group D member 1 (Homo sapiens), P20393; AID 1259318, 2017;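 active = activity above about 14%, limit read from the data; passing the limit was not always enough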;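 note: 0% = DMSO wells with 35 nM protein and 100% = DMSO wells with 750 nM protein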
TDP2 absorb – human TDP2 enzyme inhibitors, primary screen, biochemical, epi absorbance, recombinant enzyme; Tyrosyl-DNA phosphodiesterase 2 (Homo sapiens), O95551; T5PNP hydrolysis, p-nitrophenol absorbance 415 nm; inhibition, % at 12.8 µM; hit rate 0.34% among 370,000; AID 720702, 2013;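 active = inhibition above the mean of all tested compounds plus 3 SD, set per campaign, cut at about 25% in these data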;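 note: 0% = DMSO with enzyme and 100% = buffer with substrate but no TDP2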
Target sequence (O95551 whole entry, looked up): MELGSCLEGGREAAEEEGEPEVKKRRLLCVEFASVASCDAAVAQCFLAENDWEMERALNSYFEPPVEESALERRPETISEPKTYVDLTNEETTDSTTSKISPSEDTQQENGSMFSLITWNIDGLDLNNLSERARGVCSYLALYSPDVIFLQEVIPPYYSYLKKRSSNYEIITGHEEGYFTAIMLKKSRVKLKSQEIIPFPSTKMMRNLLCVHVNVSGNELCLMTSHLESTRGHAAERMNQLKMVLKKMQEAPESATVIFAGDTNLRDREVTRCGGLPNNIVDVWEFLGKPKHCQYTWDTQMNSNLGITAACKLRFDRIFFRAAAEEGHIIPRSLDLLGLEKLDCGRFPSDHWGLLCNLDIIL
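Test system: Human TDP2 enzyme | Reagent: 5 mM T5PNP | Compound dosing: 12.8 µM single point, 1% DMSO | Incubation: Enzyme reaction with compound for 2 h at 37 °C | Technique: p-Nitrophenol epi absorbance | Read-out: % inhibition relative to enzyme-containing and enzyme-free wells | Benchmarks: High control without enzyme, low control DMSO plus TDP2 | Replicates: Singlicate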
HTRA1 inhibitor – HTRA1 serine protease inhibitors, primary screen, biochemical, fluorescence polarization, HTS. hit rate 0.5% among 340,000. inhibition, % at 5.96 µM. Q92743. recombinant HTRA1, FP-rhodamine activity-based probe; in the data active = inhibition above about 36%;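 note: 0% = enzyme with DMSO and 100% = wells lacking enzyme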
PG9 binder – binders of HIV-1 gp120 antibody PG9, primary screen, biochemical, TR-FRET. inhibition, % at 6.7 µM. HIV-1 gp120 / PG9 antibody interaction. AID 624416, 2012. hit rate 0.43% among 360,000. TR-FRET gp120-PG9 antibody binding; in the data active = inhibition above about 8.5%
* = called active by the depositor; nt = no result given.

SMILES | LEDGF integ inh | ABHD4 inh | HTRA1 inhibitor | TDP2 absorb | TCR CD3 inh | NR1D1 modulator | PRMT1 inh | SIAE primary | rCAG binder | PG9 binder
CCCC(C(=O)NCc1ccco1)N(Cc1ccco1)C(=O)CNS(=O)(=O)c1ccccc1 (stereo not given) | -1 | -8 | 0 | 6 | 2 | 2 | 1 | 0 | -4 | 0.1
COc1ccc(CN2C/C(=C/c3ccccc3)N3C(=O)C[C@@H](c4ccc5ccccc5c4)N=C23)c(OC)c1 | -4 | -8 | nt | 4 | nt | -2 | 1 | -2 | 11 | nt
C#CCOc1c(Cl)cc(/C=C2/C(=O)ON=C2C)cc1OCC | 4 | 1 | -12 | 4 | -4 | 0 | 0 | 6 | 10 | -3.1
C=CCn1c(=O)c(CCC(=O)Nc2ccc(N3CCOCC3)cc2)nc2cc(C(F)(F)F)ccc21 | 1 | 5 | 6 | -9 | -2 | -7 | -2 | 1 | 2 | -2.0
O=C(O)c1ccccc1C(=O)Nc1nc(-c2ccccc2)cs1 | 5 | -7 | -1 | -22 | -5 | 2 | -7 | -2 | 11 | 1.9
C[C@@H]1ON(C)[C@H]2C[C@H]3c4[nH]c5cccc(-c6ccccc6)c5c4CCN3C[C@@H]12 | 5 | -2 | nt | -12 | -5 | 12 | 0 | -3 | 7 | 0.2
Cc1ccc(-c2cc(-c3nnc(SCC(=O)NC4CCCCC4)n3N)[nH]n2)cc1 | 3 | -2 | nt | 3 | nt | 14 | 1 | -5 | 2 | nt
C=C(C)CSc1nnc(-c2cc(-c3ccc(OC)cc3)n[nH]2)n1N | 2 | -2 | nt | 15 | nt | 1 | -2 | -1 | 0 | nt
CCOC(=O)C1(Cc2ccc(Cl)cc2)CCN(C2CCC2)CC1 | -4 | 6 | -5 | 4 | -5 | 4 | 3 | -4 | -8 | 0.1
O=C(Nc1cccc(Cl)c1)Nc1ccccc1-n1ccnc1 | 2 | -4 | -4 | 5 | -4 | 8 | -1 | 1 | 4 | -1.0
Cc1c(N(C)C(=O)C23CC4CC(CC(C4)C2)C3)c(=O)n(-c2ccccc2)n1C | -1 | 4 | 10 | -6 | 7 | 1 | -1 | 3 | -9 | -0.8
CCCN1CCC(NC(=O)Cc2ccccc2OC)CC1 | -4 | 5 | 7 | 3 | 0 | -6 | 2 | -4 | -1 | 0.6
Cc1ccc(S(=O)(=O)CCC(=O)Nc2cc(Cl)ccc2-n2cncn2)cc1 | -2 | -3 | -4 | 17 | 2 | -4 | -1 | 15 | -2 | 2.4
O=C(c1cc(-c2ccc(Cl)cc2)nc2ccccc12)N1CCN(c2ncccn2)CC1 | -2 | 3 | nt | 8 | nt | 0 | 5 | -3 | 4 | nt
CCc1ccc(Cn2c(=O)n(Cc3ccc(C(=O)NCCCOC)cc3)c(=O)c3ccccc32)cc1 | 0 | 1 | nt | -2 | nt | 4 | 2 | -1 | 8 | nt
CCOCCn1c(CN2CCOCC2)nc2c1c(=O)[nH]c(=O)n2C | 0 | -3 | 0 | 16 | 7 | -5 | -2 | 2 | 2 | -1.8
O=C(c1ccco1)N1CCN=C1SCc1c(F)cccc1Cl | -1 | 3 | -6 | -3 | 4 | 7 | -1 | 5 | -3 | -1.6
CCC1(c2ccc(F)cc2)NC(=O)N(CC(=O)NCc2ccccc2Cl)C1=O (stereo not given) | -7 | 4 | -9 | -1 | -8 | 3 | 4 | -8 | 2 | -0.7
O=C(COc1ccc(Cl)cc1)NNC(=O)c1ccccn1 | 0 | 9 | 9 | -6 | 3 | -1 | 1 | 2 | 2 | -0.9
O=C1CCCCCCC(=O)[C@H](O)C[C@H](c2ccccc2)O1 | -2 | 2 | nt | -3 | -2 | 7 | 3 | 2 | 1 | -0.8
COc1ccc(CN(C)CC(=O)Nc2cccc(S(=O)(=O)N(C)c3ccccc3)c2)c(OC)c1 | -6 | -5 | -31 | -4 | -4 | 1 | 0 | 4 | 4 | -0.4
Cc1ccc(C(=O)COc2cc(C)nc3nncn23)cc1 | 3 | -1 | -2 | 0 | -6 | -13 | -10 | -1 | -3 | -3.6
N#CCNC1CC(=O)N(c2ccc(F)cc2)C1=O (stereo not given) | 1 | 0 | 2 | -2 | -3 | -3 | 22* | -4 | -1 | -0.1
CCOC(=O)C1CCCN(C(=O)COc2ccc(C(=O)c3ccccc3)cc2)C1 (stereo not given) | 5 | -6 | 1 | -9 | 0 | 0 | -4 | 8 | -4 | -5.0
COc1ccc2nc3n(c(=O)c2c1)-c1ncccc1C(=O)NC3C (stereo not given) | 2 | -3 | 6 | -6 | 3 | -3 | -11 | -6 | 2 | -2.5
CCc1nc2c(c(=O)c3ccccc3n2C)c(=O)n1C1CCCCCC1 | -2 | -5 | 6 | -6 | -2 | -2 | 1 | 0 | 0 | -1.3
O=C1CCN(Cc2ccccc2)C=C1c1cccc(O)c1 | 2 | -9 | 5 | -9 | 4 | -4 | 5 | 4 | 2 | 0.2
O=C(c1cccnc1)N1CCC(Oc2ccc(C(=O)N3CCCC(O)C3)cc2)CC1 (stereo not given) | -2 | 2 | -2 | 7 | 5 | -2 | 0 | 6 | -7 | -2.6
Cc1nc2nc(SCc3nc4ccccc4[nH]3)[nH]c2cc1Br | 3 | -3 | nt | 2 | -2 | 15 | -2 | -10 | 2 | 3.2
CC(C)(C)c1nc(N)nc(=O)[nH]1 | -2 | 3 | -6 | 7 | 0 | 2 | -1 | 1 | -2 | -1.7
CCCc1nc2c(Cl)cc(C(F)(F)F)cn2c1Cc1ccc(OC)cc1C | -1 | 4 | nt | 3 | 9 | -7 | 1 | 9 | 10 | -0.8
O=C1NC2(CCCCC2)C(=O)N1/N=C/c1ccc(O)cc1O | 2 | -3 | 0 | 3 | -2 | -3 | -2 | 1 | -5 | 0.4
O=C1CSC(c2ccc(F)cc2)N1c1ccccc1F (stereo not given) | 0 | 3 | 15 | -9 | 3 | 0 | 1 | -4 | -1 | 0.6
COc1cc(NC(=O)c2cc(Br)cc(C)c2OC)ccc1NC(=O)C(C)C | 1 | -2 | -12 | 2 | 6 | 1 | -3 | 4 | -5 | 1.3
CCCCCSc1nnc(-c2cc(Br)ccc2N)c(=O)[nH]1 | 0 | 0 | 3 | -2 | 4 | 0 | 2 | -2 | 15 | 0.4
Cc1cc(C)cc(C(=O)OCC(=O)NCc2cccs2)c1 | 6 | -10 | -1 | -19 | 0 | 1 | -4 | -4 | -4 | -3.0
O=C(CSc1nnc(-c2ccncc2)n1Cc1ccco1)Nc1ccccc1F | -7 | 3 | 0 | 3 | -8 | -10 | -1 | -6 | -5 | -0.9
CCCN(CC(=O)Nc1cccc(Br)c1)CC(=O)Nc1ccc(F)c(F)c1F | 1 | -53 | -57 | -22 | -3 | 7 | 0 | -18 | 2 | 0.6
COc1ccc(Cl)cc1NC(=O)CN(C1CCCCC1)S(C)(=O)=O | -1 | -7 | -8 | 4 | 5 | 1 | 2 | -7 | -2 | 0.4
O=C(CSc1ncccn1)NCc1ccc(F)cc1 | 0 | 3 | -1 | -10 | 3 | -4 | -1 | 10 | 1 | -2.2
CCCCCCCCN1C(=O)[C@@H](CC(=O)NCCc2ccccc2OC)C[C@@]2(C(=O)OC)C1=C[C@H](C(C)(C)C)O[C@@H]2C | -2 | 6 | nt | -12 | -3 | -3 | 6 | 3 | 0 | -1.5
COC(=O)C1=C(C)N(c2ccccc2)C(=S)NC1c1ccccc1C(F)(F)F (stereo not given) | -6 | -2 | -9 | -8 | -4 | 4 | 2 | 2 | -3 | 2.0
O=C1[C@@H]2C(c3ccc(F)cc3)=NO[C@@H]2C(=O)N1Cc1ccccc1 | -1 | 1 | nt | 9 | 0 | -4 | -3 | 3 | -1 | -2.7
COc1cc(C(=O)N2c3ccccc3CC2C)cc(OC)c1OC (stereo not given) | -2 | -3 | 3 | 19 | 1 | 2 | -2 | 6 | -9 | -0.7
O=C1/C(=C/c2cccs2)Sc2ccccc21 | 3 | -10 | -5 | -4 | -5 | 4 | 7 | -12 | 11 | -4.2
O=c1[nH]c2ccccc2n1Cc1ccc(F)cc1 | -1 | -2 | -5 | 4 | -1 | -4 | -1 | 8 | -2 | 0.6
Cc1c(NC(=O)CN2C(=O)C(=O)c3ccccc32)c(=O)n(-c2ccccc2)n1C | -2 | 0 | 2 | -2 | 5 | -3 | -3 | 6 | 4 | -0.4
O=C1CN(C(=O)c2cc(Br)c(Br)s2)c2ccccc2N1 | -5 | 6 | -18 | -15 | 2 | 5 | -2 | -1 | 0 | -3.1
CCN1C(=O)[C@H]2[C@@H](c3ccc(-c4ccc(F)cc4)cc3)N[C@@](C)(C(=O)OC)[C@H]2C1=O | 1 | -4 | -1 | -3 | -4 | 1 | 5 | 2 | -1 | 1.8
O=C(O)CC(NC(=O)C12CC3CC(CC(C3)C1)C2)c1ccc(OC2CCCC2)cc1 (stereo not given) | 1 | 0 | -3 | -7 | -3 | 5 | -2 | -2 | 17 | -2.1

(next part)
SMILES | LEDGF integ inh | ABHD4 inh | HTRA1 inhibitor | TDP2 absorb | TCR CD3 inh | NR1D1 modulator | PRMT1 inh | SIAE primary | rCAG binder | PG9 binder
Cc1cccc(OCc2nnc(SCC(=O)N(C(C)C)C(C)C)n2Cc2ccco2)c1C | -1 | 1 | -8 | -1 | -7 | -1 | 3 | -1 | -1 | 1.7
CC(C)(C)OC(=O)N[C@H]1C=C[C@H](OC(=O)CC(=O)OCC(F)(F)F)C1 | 2 | -3 | 3 | 5 | 3 | 3 | -1 | 9 | -3 | -0.1
CCN(CC)S(=O)(=O)c1ccc(/C=C/C(=O)Nc2ccc(N3CCOCC3)cc2)cc1 | -2 | 12 | -5 | 3 | -1 | -2 | 4 | 3 | 3 | -3.6
CN(Cc1ccccc1)C(=O)CN1C(=O)NC(C)(c2ccc(C(C)(C)C)cc2)C1=O (stereo not given) | -6 | 10 | -8 | -2 | -1 | 4 | 1 | -3 | -1 | -1.0
CSCCC(NC(=O)c1ccccc1Br)C(=O)NCC(c1ccco1)N1CCCCC1 (stereo not given) | -3 | 1 | -4 | 4 | -8 | -6 | 5 | -1 | -8 | 1.1

Only part of the results is shown (hit frequency here may not be typical).
